Screening results: PubChem, Southern Research Specialized Biocontainment Screening Center
VEEV TC-83 Vero = inhibitors of VEEV TC-83 cytopathic effect, confirmation, Vero cells (AID 588727); actives 0.13% (n = 350,000); Vero cells, VEEV TC-83 cytopathic effect inhibition; higher % means a stronger effect; inhibition, % at 20 µM, or IC50 in µM where a hit was titrated; in the data active = a potency from the dose series; inconclusive = inhibition mostly from about 14% at the one dose, without a potency; inactive = the rest, 99 in 100 with inhibition below about 12%; also: strong numbers were not always called active
H37Rv inhibition = M. tuberculosis growth inhibition, HTS (AID 449762); actives 0.59% (n = 330,000); one-dose inhibition, % at 25 µM; IC50 in µM for titrated hits; M. tuberculosis H37Rv growth inhibition, 7H9 media; higher % means a stronger effect; in the data active = a potency from the dose series; inconclusive = inhibition above about 70% without an active follow-up result;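 also: bacterial growth assessed after seven days of incubation; strong numbers were not always called active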
PhoP GFP inhibition = PhoP regulon inhibitors, Salmonella typhi PhoP promoter GFP reporter, confirmatory (AID 1850); actives 0.33% (n = 310,000); Salmonella Typhi PhoP-promoter GFP reporter, fluorescence, 4 h; higher % means a stronger effect; inhibition, % at 50 µM, or IC50 in µM where a hit was titrated; in the data active = a potency from the dose series; inconclusive = inhibition mostly from about 25% at the one dose, without a potency; inactive = the rest, 99 in 100 with inhibition below about 19%;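 also: 0% = induced wells with vehicle and 100% = uninduced wells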
H1N1 NS1A inhibition = H1N1 influenza NS1A inhibitors, functional cell based assay (AID 504329); NS1A functional cell-based assay, percent inhibition; higher % means a stronger effect; one-dose inhibition, % at 12.5 µM; IC50 in µM for titrated hits; actives 0.3% (n = 340,000); in the data active = a potency from the dose series; inconclusive = inhibition above about 27% without an active follow-up result; also: strong numbers were not always called active
tuberculosis growth = growth inhibition of non-replicating M. tuberculosis (AID 488890); Mycobacterium tuberculosis non-replicating, growth inhibition; higher % means a stronger effect; inhibition, % at 25 µM, or IC50 in µM where a hit was titrated; actives 0.39% (n = 320,000); in the data active = a potency from the dose series; inconclusive = inhibition mostly from about 82% at the one dose, without a potency; inactive = the rest, 99 in 100 with inhibition below about 76%;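 also: plate controls were DMSO cells for no effect and high antibiotic wells for full effect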
Active calls of the source: *; i = inactive; ? = inconclusive; · = no result given.

SMILES | VEEV TC-83 Vero | H37Rv inhibition | PhoP GFP inhibition | H1N1 NS1A inhibition | tuberculosis growth
O=C1NCC(=O)N(Cc2ccccc2)/C1=C/c1ccccc1 | 0.1% | 3% | 5% | -1% | 3%
O=C(CSc1nc2ccccc2o1)N1c2ccccc2Sc2ccc(C(F)(F)F)cc21 | i | 11% | -5% | 27% | 1%
O=C(CN1C(=O)S/C(=C\c2ccc(F)cc2)C1=O)Nc1cccc(S(=O)(=O)NCc2ccco2)c1 | ? | -1% | -3% | -4% | 6%
CC(NC(=O)c1cc([N+](=O)[O-])cc([N+](=O)[O-])c1)c1ccc(-n2ccnc2)cc1 (stereo unspecified) | 2.7% | ? | 1% | -14% | 5.4µM*
Cc1ccc(C)c(NC(=O)CN(C)C(=O)c2cc3ccccc3oc2=O)c1 | 0.1% | -1% | · | -1% | 8%
O=C(CSc1nc(-c2cccs2)cc(C(F)(F)F)n1)NCCCN1CCOCC1 | i | -11% | -4% | 2% | -17%
Cc1ccc(Oc2nc3c(c(=O)n(Cc4ccccc4F)c(=O)n3C)n2C)cc1 | i | -13% | 4% | 6% | 8%
CC(=O)Nc1cccc(C(=O)N2CCC(n3nccc3NC(=O)CC(C)C)CC2)c1 | 0.4% | -2% | -13% | 16% | -9%
CCOc1ccccc1C(=O)NCC(=O)NCCSc1ccc(Br)cc1 | 3.7% | · | · | 0% | ·
COc1cccc(C(=O)c2c[nH]c(C(=O)NCc3cccs3)c2)c1 | 1.2% | -3% | -3% | -4% | 0%
COc1ccc(-c2cc(C(=O)N3CCC3)c3ccccc3n2)cc1OC | 8.2% | 3% | 3% | -13% | 22%
O=C(O)c1[nH]c2ccc(Cl)cc2c1CCN1C(=O)c2ccccc2C1=O | 2.4% | 8% | 3% | -2% | 14%
O=C(Nc1nc2ccsc2c(=O)s1)c1ccco1 | 2.3% | 5% | -12% | · | 39%
Cc1nc2ccccn2c1CN(C)C(=O)C1CCC(=O)N(Cc2cccc(F)c2)C1 (stereo unspecified) | 1.9% | 8% | 1% | -1% | -1%
C=CC1=C(C(=O)O)N2C(=O)[C@@H](NC(=O)/C(=N/OCC(=O)O)c3csc(N)n3)[C@H]2SC1 | 1.3% | -8% | 17µM* | 6% | -12%
CC1(C)SC2c3ccccc3C(=O)N2[C@@H]1C(=O)NC1CCCC1 (stereo partly specified) | i | -4% | -5% | -7% | 3%
O=C(OCC(=O)N1CCCc2ccccc21)c1ccccc1NCCO | 2.6% | 1% | 3% | -5% | -15%
CCCCn1nnnc1NCc1cc(Cl)c(OC)c(OC)c1 | 3.0% | -5% | -1% | -4% | 44%
COc1ccc(CN2C(=O)NC(=O)/C(=C/c3cc(OC)c(OC)c(OC)c3)C2=O)cc1 | ? | 1% | 3% | -2% | 13%
Cc1cc(NC(=O)CSc2nnc(-c3ccc(Cl)s3)o2)no1 | i | ? | -3% | 19% | ?
Cc1cc(C(=O)OCC(=O)Nc2cccc(S(=O)(=O)N3CCOCC3)c2)c(C)o1 | 5.9% | 4% | 24% | -3% | 15%
CCOC(=O)C1=C(C)Nc2nc(C)nn2C1c1cc(OC)ccc1OC (stereo unspecified) | 1.0% | -5% | -8% | 1% | -1%
CC(NC(=O)OCc1ccccc1)c1ccccc1 (stereo unspecified) | 1.5% | 5% | 8% | -7% | 0.82µM*
CCn1c(SCC(=O)c2ccc3ccccc3c2)nnc1-c1cccs1 | 2.1% | -3% | 17% | 2% | 5%
NC(=O)c1ccc(NC(=O)CN2C(=O)NC3(CCCCCCC3)C2=O)cc1 | i | -2% | · | 11% | 2%
Cc1ccc(Cn2c(Cc3ccccc3)nc3ccccc32)cc1 | 4.9% | 3% | 4% | -5% | 34%
Cn1c(CNc2nc(-c3ccccc3)cs2)nnc1SCC(=O)OC1CCCCC1 | 0.4% | 12µM* | 4% | 0% | ?
O=C(COC(=O)CCOc1ccccc1)NCCC1=CCCCC1 | 1.6% | 5% | -12% | -1% | 26%
COc1ccc(Cl)cc1NC(=O)CN(C)C(=O)c1ccc2n[nH]nc2c1 | i | -10% | · | -9% | 11%
Cn1c(=O)c2c(nc(Oc3ccccc3N)n2C)n(C)c1=O | 0.4% | 4% | -1% | -8% | -3%
COc1ccc(CC(NC(C)=O)C(=O)NC2CCN(C(=O)C3CCCCC3)CC2)c(OC)c1 (stereo unspecified) | 2.0% | -1% | 1% | 11% | -5%
Cc1ccc(C(=O)Nc2ccc3c(c2)OCO3)cc1S(=O)(=O)N1CCCC1 | 8.4% | -2% | -21% | 2% | 34%
C#CCN1C(C)=C(C(=O)OC)C(c2cccc([N+](=O)[O-])c2)C(C(=O)OCC)=C1C (stereo unspecified) | 5.5% | 6% | 7% | 8% | 3%
O=C(Nc1ccc(Br)cc1)c1cnc[nH]1 | 0.6% | 0% | 10% | -22% | 14%
CCOc1ccc2nc(N3CCC(C(=O)NC4CCCCC4)CC3)sc2c1 | i | 37% | 4% | -8% | 25%
CC(=O)c1sc(NC(=O)c2ccc3c(c2)OCO3)nc1C | 2.8% | 5% | -10% | 3% | 1%
Cc1ccc(C(=O)c2ccc(C)cc2)cc1 | i | -3% | 3% | 0% | 3%
COc1cc(OC)cc(-n2nnnc2SCC(=O)NCCc2ccc(OC)c(OC)c2)c1 | 1.1% | 1% | -3% | -5% | 21%
CCc1cccc(NC(=O)Nc2ccc3c(c2)OCO3)c1 | 0.3% | 5% | -5% | 3% | 2%
Cc1cc(/C=C(\C#N)C(=O)NCc2ccccc2)cc(C)c1O | 4.6% | -10% | 1% | 8% | 22%
CCC(=O)Nc1ccccc1C(=O)OC(c1ccccc1)c1ccccc1 | 5.0% | 12% | -8% | 2% | 30%
N#CC1=C(N)C(C#N)(C#N)C2(CCC3(CC2)OCCO3)C2CC3(CC=C12)OCCO3 (stereo unspecified) | 0.8% | 0% | -5% | 3% | 14%
CCCC(=O)c1cc(F)c(N2CCN(S(=O)(=O)c3ccccc3)CC2)cc1C | 2.3% | -15% | 5% | 0% | 4%
O=C(O)C1CCCCC1C(=O)NCCC(c1ccccc1)c1ccccc1 (stereo unspecified) | i | -24% | 15% | 0% | 8%
CCN(CC)S(=O)(=O)c1ccc(/C=C/C(=O)OCC(=O)NNC(=O)c2ccc(OC)cc2)cc1 | 0.3% | 4% | · | -15% | -7%

Given in markdown: part of the list above.
| SMILES | VEEV TC-83 Vero | H37Rv inhibition | PhoP GFP inhibition | H1N1 NS1A inhibition | tuberculosis growth |
| --- | --- | --- | --- | --- | --- |
| CCOc1ccc2nc(N3CCC(C(=O)NC4CCCCC4)CC3)sc2c1 | i | 37% | 4% | -8% | 25% |
| CC(=O)c1sc(NC(=O)c2ccc3c(c2)OCO3)nc1C | 2.8% | 5% | -10% | 3% | 1% |
| Cc1ccc(C(=O)c2ccc(C)cc2)cc1 | i | -3% | 3% | 0% | 3% |
| COc1cc(OC)cc(-n2nnnc2SCC(=O)NCCc2ccc(OC)c(OC)c2)c1 | 1.1% | 1% | -3% | -5% | 21% |
| CCc1cccc(NC(=O)Nc2ccc3c(c2)OCO3)c1 | 0.3% | 5% | -5% | 3% | 2% |
| Cc1cc(/C=C(\C#N)C(=O)NCc2ccccc2)cc(C)c1O | 4.6% | -10% | 1% | 8% | 22% |
| CCC(=O)Nc1ccccc1C(=O)OC(c1ccccc1)c1ccccc1 | 5.0% | 12% | -8% | 2% | 30% |
| N#CC1=C(N)C(C#N)(C#N)C2(CCC3(CC2)OCCO3)C2CC3(CC=C12)OCCO3 (stereo unspecified) | 0.8% | 0% | -5% | 3% | 14% |
| CCCC(=O)c1cc(F)c(N2CCN(S(=O)(=O)c3ccccc3)CC2)cc1C | 2.3% | -15% | 5% | 0% | 4% |
| O=C(O)C1CCCCC1C(=O)NCCC(c1ccccc1)c1ccccc1 (stereo unspecified) | i | -24% | 15% | 0% | 8% |
| CCN(CC)S(=O)(=O)c1ccc(/C=C/C(=O)OCC(=O)NNC(=O)c2ccc(OC)cc2)cc1 | 0.3% | 4% | · | -15% | -7% |

The listing continues:
SMILES | VEEV TC-83 Vero | H37Rv inhibition | PhoP GFP inhibition | H1N1 NS1A inhibition | tuberculosis growth
Cc1cc2c(cc1C)CSC(c1c(O)ccc3ccccc13)SC2 | i | 45µM* | -10% | 10% | ?
O=C(CSc1nc2ccccc2c(=O)[nH]1)N1CCOCC1 | 0.4% | 1% | 4% | 5% | 0%
Cc1ccc(CNC(=O)C2CSC3(C)CCC(=O)N23)cc1 (stereo unspecified) | 3.7% | 5% | · | -6% | 7%
O=C(CSc1nc2ccccc2o1)NCC1CCCO1 (stereo unspecified) | 0.4% | -10% | 1% | -3% | 11%
CC(C)C1NC(=S)N(C2CCCCC2)C1=O (stereo unspecified) | 1.7% | -4% | -6% | -3% | 12%
O=C(Nc1cccc(C(=O)N2CCOCC2)c1)C1CCCC1 | i | · | · | -9% | ·
CCN1CCN(C(=S)c2ccc(OCC(=O)N3CCOCC3)cc2)CC1 | i | 2% | -6% | -2% | 3%
CCn1c(SCC(=O)Nc2nnc(C)s2)nnc1-c1ccncc1 | 0.9% | 1% | 3% | -1% | 21%
Cc1ccc(OCCCC(=O)Nc2nnc(C3CCCO3)s2)c(C)c1 (stereo unspecified) | 0.3% | -2% | 0% | 2% | 47%
Cc1cccc(-n2c(-c3ccco3)nc3ccccc3c2=O)c1C | 0.1% | 9% | 7% | 1% | -20%
CCN(CC(=O)Nc1cc(S(=O)(=O)N2CCCCC2)ccc1C)Cc1ccccc1 | 4.6% | -5% | -8% | -4% | -2%
CCOC(=O)c1cc(-c2csc(-c3ccc(C(C)(C)C)cc3)n2)on1 | 0.9% | ? | 3% | -8% | ?
COC(=O)c1ccccc1NC(=O)CSc1nc2c(c(=O)[nH]1)CCC2 | 2.8% | 5% | -5% | -3% | 3%
O=C(COc1ccc2ccccc2c1)NC1=NCCS1 | i | 5% | -1% | 6% | 69%
COc1ccc(OC)c(S(=O)(=O)N2CCCC(C(=O)NCc3ccccn3)C2)c1 (stereo unspecified) | i | -6% | 3% | 11% | -5%
CC(=O)OC1CC2(C)C(=O)CCC2C2CCc3cc(O)ccc3C12 (stereo unspecified) | 0.6% | -1% | 0% | -3% | 1%
C=CC[C@@H](CC(=O)N[C@@H](CO)Cc1ccccc1)C(=O)N[C@H](C)COC(=O)[C@@H](CC=C)Cc1ccc(F)cc1 | i | 3% | · | -3% | 35%
CCCCOc1ccc(C(=O)NCc2ccccn2)cc1 | 2.2% | -3% | -5% | -20% | 28%
Cc1cc(C)c(C#N)c(SCCS(=O)(=O)c2ccc(Cl)cc2)n1 | ? | 10% | -18% | -2% | 76%
CC(C)(C)OC(=O)NCCCC[C@H](NC(=O)[C@H](Cc1c[nH]c2ccccc12)NC(=O)OCc1ccccc1)C(=O)O | 0.8% | 8% | -14% | -13% | -4%
Cc1ccc(NCN2C(=O)C3C4CCC(C4)C3C2=O)cc1 (stereo unspecified) | · | -10% | -6% | · | 0%
Cc1cccnc1NC(=O)c1ccccc1-c1ccccc1C(=O)Nc1ncccc1C | i | 2% | 13% | 30% | -3%
CCOC(=O)C1=C(C)Nc2sc(C(=O)c3ccc(C)cc3)c(N)c2C1c1ccc(C(=O)OC)cc1 (stereo unspecified) | 1.9% | 54% | -8% | -1% | 30%
O=C(O)CCn1c(=O)oc2cc(S(=O)(=O)N3CCCC3)ccc21 | 1.1% | 3% | · | 1% | -8%
CN(C(=O)c1ccccc1)C1c2c(ccc3ccccc23)OCC1CO (stereo unspecified) | 4.0% | 8% | -3% | -2% | 46%
O=C(CCn1c(=O)c2cccn2c2ccc(F)cc21)NCc1cccc(F)c1 | 1.9% | 7% | 7% | 3% | 4%
N#C/C(=C\c1ccc(O)c(O)c1)C(=O)NCc1ccccc1 | 0.6% | -2% | 27% | 8% | -6%
O=C(NC(=S)N1CCc2ccccc21)C1CCC1 | i | 3% | 7% | 5% | 31%
Cc1cc(NS(=O)(=O)c2ccc(NC(=O)C(C(C)C)N3C(=O)c4ccccc4C3=O)cc2)nc(C)n1 (stereo unspecified) | 1.2% | -9% | -7% | -2% | -4%
CCOc1ccc(NS(=O)(=O)c2cc(C(=O)NCCCN3CCOCC3)ccc2C)cc1 | i | 6% | · | 6% | 1%
CCN(CCCNC(=O)CN(C)S(=O)(=O)c1cccc2nsnc12)c1cccc(C)c1 | 7.6% | -6% | -5% | 9% | 28%
